Screening results: PubChem BioAssay, National Center for Advancing Translational Sciences (NCATS)
Pf growth 96h – P. falciparum growth inhibition at 96 hour, primary screen for plastid delayed-death inhibitors. Potency, µM (titrated, usually from 28.7 µM), for the others: at the highest dose activity change, negative = inhibition, actives largely listed as inhibitors. P. falciparum luciferase reporter growth, 96 h. actives 6.9% (n = 320,000); further: potency means the concentration at half of the fitted maximal effect; on the % scale 0 is the no-effect control and ±100 the full control effect
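Readout is luminescence from an integrated firefly luciferase in P. falciparum. Red cells, 2% hematocrit and 0.05% parasitemia final, were cultured with compound through two parasite generations (96 hours) at 37 C, 5% CO2.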
Shiga toxin inh – inhibitors of Shiga toxin in Vero cells | Vero cells, Shiga toxin protein synthesis inhibition reporter | inhibition, % at 38.7 µM | actives 9.2% (n = 290,000); in the data active means inhibition mostly above about 28%, no sharp cut-off; inactive means mostly below about 43%; further: 0% is about no effect
Pf growth 48h – P. falciparum growth inhibition at 48 hours (one generation). P. falciparum luciferase growth in erythrocytes, 48 h. Potency, µM (titrated, usually from 28.7 µM), for inactives: at the top dose activity change, negative = inhibition, actives largely listed as inhibitors. actives 5.9% (n = 310,000). AID 504832; further: potency means the concentration at half of the fitted maximal effect; on the % scale 0 is the no-effect control and ±100 the full control effect
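Read-out is firefly luciferase luminescence from an integrated reporter in P. falciparum, so falling signal marks reduced parasite growth. Infected erythrocytes were at 2% hematocrit and 0.1% parasitemia (final) in Albumax-supplemented RPMI 1640.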
FBPA Giardia inh – inhibitors of Giardia lamblia fructose-1,6-bisphosphate aldolase; purified Giardia FBPA; AID 2451; A8B2U2; Potency, µM (top dose mostly 59.6 µM), for the others: at the top dose activity, negative = inhibition, most hits filed as inhibitors; actives 0.71% (n = 290,000); further: potency means the concentration at half of the fitted maximal effect; on the % scale 0 is the no-effect control and ±100 the full control effect; nearly all actives have a fitted effect of over 55% in size
Target sequence (A8B2U2 whole entry, looked up): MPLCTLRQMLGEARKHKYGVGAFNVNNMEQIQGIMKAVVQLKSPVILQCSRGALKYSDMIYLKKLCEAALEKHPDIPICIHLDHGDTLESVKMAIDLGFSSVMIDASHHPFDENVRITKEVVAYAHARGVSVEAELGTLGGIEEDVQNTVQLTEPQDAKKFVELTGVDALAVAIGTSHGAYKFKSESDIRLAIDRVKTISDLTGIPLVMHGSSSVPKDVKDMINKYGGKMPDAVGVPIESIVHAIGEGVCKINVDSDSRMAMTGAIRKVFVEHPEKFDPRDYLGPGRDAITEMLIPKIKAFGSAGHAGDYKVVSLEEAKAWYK
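Giardia FBPA (40 nM reagent) was preincubated 10 min at RT with compound (up to 57.5 uM final), then substrate plus GAPDH/TPI/NAD/arsenate coupling system with diaphorase/resazurin was added; resorufin fluorescence (525/598 nm) was read after 20 min.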
CHX counter – counter-screen for Shiga toxin inhibitors: cycloheximide protein synthesis inhibition. AID 2314. actives 12% (n = 300,000). cell reporter, cycloheximide protein synthesis inhibition counterscreen. max response, %; in the data active means max response mostly above about 13%, no sharp cut-off; inactive means mostly below about 14%; further: read at 38.3 µM for the half of the compounds with a filed dose; 0% is about no effect
Sm TGR block – S. mansoni TGR enzyme inhibition; Q962Y6; purified TGR, DTNB reduction, TNB absorbance 405 nm; Potency, µM (doses to about 114 µM), for inactives: top-dose activity change, negative = inhibition, most hits filed as inhibitors; actives 3% (n = 360,000); AID 485364; further: potency means the concentration at half of the fitted maximal effect; on the % scale 0 is the no-effect control and ±100 the full control effect; nearly all actives have a fitted effect of over 60% in size
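TGR 20 nM + NADPH 100 uM (dispensed conc.), cpd preinc 15 min RT; start with NADPH (500 uM addition) then DTNB (15 mM addition). Kinetic TNB absorbance, 405 nm filter. Four-parameter Hill fit across titration.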
Numbers without * were called inactive; u = inconclusive; x = not tested or not shown; & = joins results of further samples; [ ] = dose if it differs, or a comment. Unless noted, the call rests on the fitted dose curve; in most records, active means well fitted curve in the direction sought with a large enough effect; inconclusive means small, poorly fitted or top-dose-only effect, or another doubt; inactive means no such curve, though single readings can be large; an effect the other way counts as inactive or inconclusive.

SMILES	Pf growth 96h	Shiga toxin inh	Pf growth 48h	FBPA Giardia inh	CHX counter	Sm TGR block
CC1CN(c2nc3ccccn3c(=O)c2/C=C(\C#N)S(=O)(=O)c2ccccc2)CC(C)O1 (configuration not stated)	63%[activator]	-7	-12%	-2%	2	-8%
C=Cc1ccc(CN2CCCN(Cc3ccc(Cl)cc3)S2(=O)=O)cc1	37%[activator]	11	7%	7%	-4	-6%
O=S(=O)(c1ccc(Cl)cc1)N1CCN(C2CCN(Cc3ccccc3)CC2)CC1	-25%	-3	x	8%	-1	2%
CC1=C(c2ccc(F)cc2)[N+](=O)C(C)(C)N1[O-]	34%[activator]	-12	38%[activator]	15%	1	-5%
CCCn1c(/N=C/c2ccc3c(c2)OCO3)nc2ccccc21	-16%	21	x	-7%	4	5%
CCCCNC(=S)Nc1ccc(OC)nc1	17%	16	-1%	-11%	3	-24%
N#CCCN(C(=O)c1ccc2c(=O)n3c(nc2c1)CCCCC3)c1ccccc1	18%	-9	-18%	x	-3	-1%
Cn1c(-c2sc3cc(C(F)(F)F)cnc3c2-c2cccs2)n[nH]c1=S	u	12	-3%	3%	-2	5%
Nc1c(C(=O)Nc2ccc(F)cc2)sc(=S)n1-c1ccccc1F	2%	60*	72%[activator]	-21%	29*	3%
OCCN(CC(O)Cn1ccc2ccccc21)CC(O)Cn1ccc2ccccc21 (configuration not stated)	11%	-17	u	-7%	0	u
C=CCc1ccccc1OCC(O)CN1CCN(Cc2ccc3c(c2)OCO3)CC1 (configuration not stated)	-22%&27%	-15&-8	u	-18%&-6%	-2&5	u
COc1ccc(C(=O)CCC(=O)Nc2ccc(N3CCN(C)CC3)cc2)cc1OC	0%	x	19%	x	x	1%
COc1ccc(CNC(=O)C2CCCN(c3ncnc4c3nc3n4CCCCC3)C2)cc1 (configuration not stated)	u	-3	-13%	9%	-4	-1%
CSc1ccc(/C=C(\C#N)C(=O)NC2CCCCC2C)cc1 (configuration not stated)	u	27*	u	-1%	8	5%
CC(C)CCN1CCN(Cc2cccc(C(F)(F)F)c2)CC1CCO (configuration not stated)	1%	-15	u	1%	0	-1%
O=C(NC(=S)NCCc1ccccc1)c1cccc(Cl)c1	7%	-12	9%	x	11	40µM*
CCOC(=O)C1CCN(C(=O)COC(=O)c2oc3ccccc3c2C)CC1	-7%	x	0%	x	x	0%
CCN1CCN(c2ncc(C(=O)Nc3c(F)cc(F)cc3Br)c3ccccc23)CC1	37%[activator]	-4	u	-1%	1	5%
O=C(C[n+]1ccccc1)Nc1ccc(Cl)c([N+](=O)[O-])c1	u	-7	-28%	-26%	-3	10%
Cc1ccc2nc(-c3ccc(SCC(=O)O)nc3)[nH]c2c1	u	27	81%[activator]	-15%	24	5%
CN(CC(=O)Nc1c(Cl)cccc1Cl)C(=O)CCc1nc2sc3c(c2c(=O)[nH]1)CCCC3	u	x	u	x	x	2%
CCOC(=O)COc1nc(N(C)C)nc(N(C)C)n1	-7%	-15	26%	0%	-2	5%
O=C(Nc1ccc(Br)c(C(F)(F)F)c1)c1ccccc1	-17%	21	71%[activator]	-9%	46*	2%
Cc1ccc(NC(=O)COc2ccc3oc4c(c3c2)CCCC4)nc1	96%[activator]	-16	10%	4%	3	8%
Cc1cc(Oc2ccc(C(F)(F)F)cc2[N+](=O)[O-])c2c3c(c(=O)oc2c1)CCC3	u	-13	6%	3%	-2	-20%
(next part)
SMILES	Pf growth 96h	Shiga toxin inh	Pf growth 48h	FBPA Giardia inh	CHX counter	Sm TGR block
Cc1nnc(NC(=O)CSc2nnc(C)n2-c2ccc(F)cc2)s1	20%	13	8%	2%	8	-15%
COc1ccc(-c2nnc(NC(=O)C3CCCO3)s2)cc1 (configuration not stated)	-23%	130*	133%[activator]	3%	38*	1%
Cc1cc(CNC(=O)COc2cc(F)ccc2[N+](=O)[O-])c2ccccc2n1	u	-19	18%	0%	17	7%
CC(=O)C1=C(O)C(=O)N(Cc2ccco2)C1c1ccccc1 (configuration not stated)	-3%[5.75 µM]	-4	19%	-20%	-2	-34%
CCSc1nnc(NC(=O)CC(C)C)s1	37%[activator]	28	67%[activator]	9%	18*	7%
CCOC(=O)C(NC(=O)c1ccccc1)(Nc1nnc(C)s1)C(F)(F)F (configuration not stated)	-27%	-3	u	3%	-1	-10%
Cn1c(N)c(C(=O)COC(=O)COc2ccccc2C#N)c(=O)n(C)c1=O	13%	-7	u	0%	-1	-1%
O=C(Nc1ccc(NC(=O)c2ccccc2F)cn1)c1ccco1	17%	36	75%[activator]	2%	18*	11%
O=C1Cc2cc(CCN3CCN(c4nsc5ccccc45)CC3)c(Cl)cc2N1	x	19	x	-6%	-4	u
CCC(=O)N1CC(=O)Nc2ccc(F)cc2C1c1ccccc1 (configuration not stated)	u	-7	x	3%	-6	0%
CN1CCN(C(=O)c2ccc(COc3cc(Cl)ccc3Cl)o2)CC1	28%	-13	13%	6%	-9	-4%
N=c1n(CC(=O)c2ccc(Br)cc2)c2ccccc2n1Cc1ccccc1	u	x	u	x	x	-5%
COc1ccc(/C=C/C(=O)N2CCN(S(=O)(=O)/C=C/c3ccccc3)CC2)cc1OC	21%	-13	3%	4%	-1	-5%
C/C(=N\NC(=O)c1cccc(N/N=C(\C)c2cc(O)ccc2O)c1)c1cc(O)ccc1O	u	88*	u	-5%	32*	-27%
CC(CNC(=O)COc1ccccc1)OC(=O)Nc1ccc(Cl)c(Cl)c1 (configuration not stated)	u	-5	u	-8%	0	2%
COc1cccc(CNC(=O)C2CSC3(C)CCC(=O)N23)c1 (configuration not stated)	5%	x	u	x	x	-4%
COc1ccc(C2=NS(=O)(=O)N(C)C(C(=O)N3CCCCC3)=C2)cc1	2%	-3	-7%	9%	0	-24%
Cc1ccccc1Oc1cccc(C(=O)/C(C#N)=C/N(C)C)c1	-7%	3	x	19%	3	-21%
O=C(NC(=S)Nc1nc(-c2ccccc2)cs1)c1cccs1	6%	27	-25%	-1%	10	-27%
CCOc1ccc(CCN2C(=O)C(=O)N([C@H](CCCN(C)Cc3ccccc3)CNCc3ccccc3)C[C@@H]2C(C)C)cc1	3.7µM*	-5	9.3µM*	16%	6	0%
O=C(Nc1cccc(F)c1)N1C2CCC1CC(O)(c1cccnc1)C2 (configuration not stated)	x	-22	0%	8%	2	0%
O=C(CSc1nnc(-c2ccc(O)cc2)n1Cc1ccccc1)NNC(=O)c1ccc(Br)cc1	u	-11	4%	22%	-1	-12%
CC(C)[C@H](NC(=O)[C@@H]1CSC2c3ccccc3C(=O)N21)C(=O)NCc1ccncc1 (some centres not stated)	31%[activator]	-2	14%	1%	-2	-11%
CN(C)S(=O)(=O)c1ccc(C(=O)N2CCCC2c2nc3ccccc3s2)cc1 (configuration not stated)	u	-1	u	7%	-4	0%
C=CCN1N=C(c2ccc(NC(=O)c3ccccc3)cc2)CSC1=O	12%	22	10%	0%	9	1%

Reformatted in CSV form: 3 of the compounds above
smiles,Pf growth 96h,Shiga toxin inh,Pf growth 48h,FBPA Giardia inh,CHX counter,Sm TGR block
CCOC(=O)C(NC(=O)c1ccccc1)(Nc1nnc(C)s1)C(F)(F)F (configuration not stated),-27%,-3,u,3%,-1,-10%
O=C(NC(=S)Nc1nc(-c2ccccc2)cs1)c1cccs1,6%,27,-25%,-1%,10,-27%
O=C1Cc2cc(CCN3CCN(c4nsc5ccccc45)CC3)c(Cl)cc2N1,x,19,x,-6%,-4,u

The list goes on.
SMILES	Pf growth 96h	Shiga toxin inh	Pf growth 48h	FBPA Giardia inh	CHX counter	Sm TGR block
CC(C)(C)c1ccc2c(c1)OC(C(=O)N/N=C\c1ccc(-c3cccc(C(=O)O)c3)o1)CO2 (configuration not stated)	40%[activator]	148*	26%	3%	70*	-16%
CCOc1ccccc1NC(=O)CN(c1ccc(OC)cc1)S(=O)(=O)c1c(C)noc1C	u	-12	9.3µM*	-7%	-5	-32%
Cc1ccc(NC(=O)CCNS(=O)(=O)c2ccc3c(c2)oc(=O)n3C)c(C)c1	12µM*	-4	u	7%	-4	-32%
Nc1ccc(C(=O)OCC(=O)c2cccc([N+](=O)[O-])c2)cc1	0%	45	47%[activator]	-2%	17	x
CCOc1ccc(CCNC(=O)C2CCC(=O)N2CCc2ccccc2)cc1OCC (configuration not stated)	13µM*	-24	x	0%	-5	-4%
Cc1cc(Cl)c2cc3ccccc3cc2n1	8%	24	-10%	-3%	1	14%
Cc1ccccc1OCc1nc(-c2ccccc2)no1	x	66*	156%[activator]	3%	39*	4%
CC[n+]1c(-c2ccccc2)csc1Nc1c(C)n(C)n(-c2ccccc2)c1=O	11%	-10	-9%	7%	-1	-5%
Cc1ccc(-n2c(N)c(C(=O)N3CCCCC3)sc2=S)cc1	8%	-2	x	-4%	11	5%
O=C(CCl)NCCN1C(=O)S/C(=C\c2cccnc2)C1=O	u	25	u	-4%	8	40µM*
CCc1noc(C)c1C(=O)N(C)CC(=O)Nc1ccc(Cl)c(Cl)c1	u	x	-17%	x	x	-2%
CC1Nc2nc(N(C)C)[nH]c(=O)c2NC1C (configuration not stated)	-13%	-3	-2%	u	-3	-16%
CCOc1ccccc1N1CC(C(=O)Nc2ccc(S(=O)(=O)N3CCCCC3)cc2)CC1=O (configuration not stated)	u	x	-4%	x	x	0%
CCO[C@@H]1c2c(ccc3ccc(=O)oc23)OC(C)(C)[C@H]1O	40%[activator]	x	31%[activator]	x	x	0%
COc1cc2c(cc1OC)C(NC(=O)C(F)(F)F)C/C2=N\O (configuration not stated)	13%	-15	13µM*	1%	-9	2%
N#Cc1ccc(-c2cccnc2)nc1SCC(N)=O	13%	6	86%[activator]	6%	-1	5%
Cn1c(SCC(=O)c2ccc3c(c2)Cc2ccccc2-3)nnc1-c1cccc(N)c1	u	14	u	33%	20*	1%
O=C(O)c1ccccn1	69%&28%[activator]	x	-11%&-8%	x	x	-2%

By substructure, the compounds so far containing an aryl methoxy group.
SMILES	Pf growth 96h	Shiga toxin inh	Pf growth 48h	FBPA Giardia inh	CHX counter	Sm TGR block
CCCCNC(=S)Nc1ccc(OC)nc1	17%	16	-1%	-11%	3	-24%
COc1ccc(C(=O)CCC(=O)Nc2ccc(N3CCN(C)CC3)cc2)cc1OC	0%	x	19%	x	x	1%
COc1ccc(CNC(=O)C2CCCN(c3ncnc4c3nc3n4CCCCC3)C2)cc1 (configuration not stated)	u	-3	-13%	9%	-4	-1%
COc1ccc(-c2nnc(NC(=O)C3CCCO3)s2)cc1 (configuration not stated)	-23%	130*	133%[activator]	3%	38*	1%
COc1ccc(/C=C/C(=O)N2CCN(S(=O)(=O)/C=C/c3ccccc3)CC2)cc1OC	21%	-13	3%	4%	-1	-5%
COc1cccc(CNC(=O)C2CSC3(C)CCC(=O)N23)c1 (configuration not stated)	5%	x	u	x	x	-4%
COc1ccc(C2=NS(=O)(=O)N(C)C(C(=O)N3CCCCC3)=C2)cc1	2%	-3	-7%	9%	0	-24%
CCOc1ccccc1NC(=O)CN(c1ccc(OC)cc1)S(=O)(=O)c1c(C)noc1C	u	-12	9.3µM*	-7%	-5	-32%
COc1cc2c(cc1OC)C(NC(=O)C(F)(F)F)C/C2=N\O (configuration not stated)	13%	-15	13µM*	1%	-9	2%
